ABCG2 inh: blocks JC-1 efflux by human ABCG2 transporter; IgMXP3 cells, flow cytometry; inhibition, % at 6.6 µM; hit rate 0.1% among 190,000;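 active means inhibition above 80%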;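 further: 0% = DMSO and 100% = nicardipine control wells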
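Read-out basis: Efflux inhibition in percent versus controls | Test system: ABCG2 IgMXP3 and barcoded ABCB1 CCRF-Adr cell mix | Quantity: 3 million cells/mL in well | Schedule: 10 min at 25 °C | Control set: Nicardipine as high control, DMSO as low control | Reagent: JC-1 as fluorescent efflux pump substrate | Signal: Flow cytometry of retained JC-1 fluorescence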
Bfl-1 Bim block: disrupts Bim binding to human Bfl-1 | Q16548 | AID 1008 | inhibition, % at 10 µM | hit rate 0.12% among 190,000 | Bead-based flow cytometry, Bim-Bfl-1 binding inhibition;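 further: 0% = wells without compound plus tracer and 100% = blocker peptide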
Bcl-XL Bim block: inhibitors of Bim-Bcl-XL interaction, human. inhibition, % at 10 µM. hit rate 0.04% among 190,000. Bim peptide-Bcl-XL binding, bead flow cytometry, fluorescence. AID 1007
ABCB1 inh: inhibitors of human ABCB1 transporter, ABCG2 counter-screen; P08183; CCRF-Adr cells, JC-1 efflux, flow cytometry; inhibition, % at 6.6 µM; hit rate 0.067% among 190,000; in the data active means inhibition above about 40%;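 further: 0% = vehicle and 100% = reference inhibitor; higher value means more JC-1 retained so stronger ABCB1 efflux block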
Target sequence (P08183 whole entry, looked up): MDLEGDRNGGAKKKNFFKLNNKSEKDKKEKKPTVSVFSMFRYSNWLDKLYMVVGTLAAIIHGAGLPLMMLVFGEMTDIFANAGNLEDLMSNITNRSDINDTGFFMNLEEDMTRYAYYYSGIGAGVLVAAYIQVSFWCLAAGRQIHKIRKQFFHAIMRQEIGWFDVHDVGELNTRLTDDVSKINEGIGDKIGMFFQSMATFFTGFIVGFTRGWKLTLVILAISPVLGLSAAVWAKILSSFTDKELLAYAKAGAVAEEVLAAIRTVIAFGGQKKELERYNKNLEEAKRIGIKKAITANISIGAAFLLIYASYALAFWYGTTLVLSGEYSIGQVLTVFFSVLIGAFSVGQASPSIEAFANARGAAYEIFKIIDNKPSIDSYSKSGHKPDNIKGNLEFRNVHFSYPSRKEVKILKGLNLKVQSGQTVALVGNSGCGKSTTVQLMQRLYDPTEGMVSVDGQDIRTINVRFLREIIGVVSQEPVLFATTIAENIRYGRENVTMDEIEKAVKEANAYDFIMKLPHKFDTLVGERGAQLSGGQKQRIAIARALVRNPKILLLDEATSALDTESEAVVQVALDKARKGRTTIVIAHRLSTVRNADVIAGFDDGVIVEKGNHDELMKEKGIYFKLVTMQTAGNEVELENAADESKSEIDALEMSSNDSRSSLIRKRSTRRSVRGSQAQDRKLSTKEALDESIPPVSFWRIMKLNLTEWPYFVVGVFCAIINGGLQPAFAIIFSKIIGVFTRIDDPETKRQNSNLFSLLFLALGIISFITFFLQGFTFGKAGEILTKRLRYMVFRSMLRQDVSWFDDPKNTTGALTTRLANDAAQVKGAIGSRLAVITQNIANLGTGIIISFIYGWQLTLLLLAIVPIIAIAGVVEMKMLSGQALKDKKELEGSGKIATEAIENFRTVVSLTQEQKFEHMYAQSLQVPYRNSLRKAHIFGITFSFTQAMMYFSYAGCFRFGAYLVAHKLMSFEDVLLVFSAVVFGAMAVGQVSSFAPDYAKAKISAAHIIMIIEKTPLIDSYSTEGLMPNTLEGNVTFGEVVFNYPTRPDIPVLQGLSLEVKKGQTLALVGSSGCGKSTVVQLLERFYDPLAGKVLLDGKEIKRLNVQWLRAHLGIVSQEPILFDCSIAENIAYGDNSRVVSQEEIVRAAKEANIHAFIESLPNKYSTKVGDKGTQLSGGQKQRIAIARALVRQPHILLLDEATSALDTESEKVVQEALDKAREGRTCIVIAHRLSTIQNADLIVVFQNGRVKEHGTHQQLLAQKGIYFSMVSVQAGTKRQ
RGS8-Gao: human RGS8-Galphao interaction regulation; multiplexed bead flow cytometry, RGS8-Galphao binding; actives lie on both sides; response (percent of control binding), % at 10 µM; hit rate 0.34% among 220,000; AID 1423; in the data active means response below about 60% or above about 140%; inactive means in between;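 further: Galphao activated as the GDP aluminium fluoride complex binding bead-coupled RGS8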
Bim-Bcl-2: inhibitors of Bim-Bcl-2 interaction, human; Bead-based flow cytometry, Bim peptide-Bcl-2 binding; inhibition, % at 10 µM; hit rate 0.06% among 190,000; AID 950; in the data active means inhibition above about 40%; inconclusive means no clear call, values can overlap the other calls;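 further: 0% = no compound wells with probe peptide and 100% = reference peptide inhibitor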
Mcl-1 Bim block: inhibitors of Bim-Mcl-1 interaction, human | Q07820 | Bead-based flow cytometry, Bim peptide-Mcl-1 binding | inhibition, % at 10 µM | hit rate 0.1% among 190,000 | AID 1009;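 further: 0% = no compound tracer wells and 100% = peptide blocker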
Bcl-B Bim block: human Bim-Bcl-B interaction inhibition; AID 951; bead-based flow cytometry, Bim peptide-Bcl-B binding; inhibition, % at 10 µM; hit rate 0.073% among 190,000;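 further: 0% = tracer peptide without compound and 100% = reference inhibitor peptide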
RGS4-Gao reg: modulates binding of RGS4 to human Galphao | P09471 | Multiplexed bead flow cytometry; actives lie on both sides | binding response (% of control), % at 10 µM | hit rate 0.33% among 220,000 | AID 1415; in the data active means binding response below about 49% or above about 150%; inactive means in between;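 further: fluorescent Galphao activated with aluminum fluoride binding bead-coupled RGS4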
Bim-Bcl-W: human Bim-Bcl-W interaction inhibition. bead-based flow cytometry, Bim peptide-Bcl-W binding. inhibition, % at 10 µM. hit rate 0.02% among 190,000. AID 952;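 further: 0% = bound tracer without compound and 100% = peptide blocker; higher means less fluorescent Bim peptide bound to Bcl-W beads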
RGS7-Gao: modulates binding of RGS7 to human Galphao; AID 1439; P09471; binding response (% of control), % at 10 µM; hit rate 0.35% among 220,000; Multiplexed bead flow cytometry; actives lie on both sides; in the data active means binding response below about 49% or above about 150%; inconclusive means no clear call, values can overlap the other calls; inactive means in between;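 further: fluorescent Galphao held in activated GDP-AlF4 state binding bead-coupled RGS7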
* marks the source's active call; other numbers are inactive results; u = inconclusive; x = no result given. Unless noted, no stated cut-off is given here; in the data, active means inhibition above about 40%. An unsorted share of the library. Share with any hit: about 0.94%.

mol	ABCG2 inh	Bfl-1 Bim block	Bcl-XL Bim block	ABCB1 inh	RGS8-Gao	Bim-Bcl-2	Mcl-1 Bim block	Bcl-B Bim block	RGS4-Gao reg	Bim-Bcl-W	RGS7-Gao
Cc1ccc(OC(=O)COc2ccccc2)c(-n2nc3ccccc3n2)c1	26	-9	-12	1.1	95	-7	-7	-7	99	-1	94
CCOC(=O)C(C)n1cnc2c1c(=O)[nH]c(=O)n2C (stereo not drawn)	0	0	0	-0.5	98	1	0	0	90	-1	95
O=C(COC(=O)c1ccc2c(c1[N+](=O)[O-])C(=O)c1ccccc1C2=O)NC1CC1	21	0	8	0.8	99	0	5	6	102	5	99
Cn1c(=O)c2c(ncn2CC(=O)NC(C)(C)C)n(C)c1=O	0	-5	-2	0.1	93	-3	-2	-2	95	-2	94
S=c1[nH]ccn1-c1cccc(Cl)c1	6	3	-6	-0.4	108	-10	-10	-28	116	-2	122
NC(=S)N=Nc1c(O)[nH]c2ccc(F)cc12	80	-5	18	-0.1	100	-1	11	6	98	12	96
Cc1ccc(S(=O)(=O)N2CCN(S(=O)(=O)N3CCOCC3)CC2)cc1C	-7	-15	-7	0.5	100	-6	-3	-12	99	1	98
Cc1nc2c(C(=O)N3CCCC3)cnn2c(C)c1Cc1c(F)cccc1Cl	2	8	10	1.5	101	5	9	5	99	0	101
c1ccc(-n2cc(CN3CCCC(CN4CCCC4)C3)c(-c3ccc4c(c3)OCO4)n2)cc1 (stereo not drawn)	2	-3	-5	0.7	104	0	-1	-4	103	-3	105
COC(=O)C1=C(C)N(Cc2ccco2)C(=O)N[C@H]1c1cccc(C(F)(F)F)c1	17	-3	-2	4.6	82	1	-2	-4	94	-5	97
CCn1nnnc1SCC(=O)c1ccc(C)cc1	1	0	-2	0.1	x	0	-2	-5	x	-2	x
CC1CCCC(NC(=O)COC(=O)CCSc2ccccc2)C1C (stereo not drawn)	0	-3	0	-0.2	101	0	0	-2	102	-1	99
CCOC(=O)c1c(NC(=O)CSc2nncn2C)sc(C)c1C	35	-11	-7	0.7	101	-10	0	-9	101	0	99
CCOC(=O)C(C)c1c(C)[nH]c(=S)[nH]c1=O (stereo not drawn)	3	-8	-4	0.6	103	-5	0	-12	104	1	103
COc1ccc(C2C(C#N)=C(N)Oc3cc4c(cc32)OCO4)cc1 (stereo not drawn)	2	-5	-5	0.6	97	-1	-4	-4	99	-1	98
O=S(=O)(NCc1cccc(C(F)(F)F)c1)NCc1ccccc1F	1	-5	-2	0.0	103	-1	0	-1	103	-2	99
CC1(C)CC(=O)C2=C(C1)N(c1ccccc1)C(=O)C2(O)C(F)(F)F (stereo not drawn)	5	-2	-5	0.8	99	-2	-3	-5	99	-2	101
CCc1ccc(/C=C(\Cl)c2nc3cc(Cl)ccc3c(=O)[nH]2)cc1	1	13	15	0.3	101	21	6	13	96	11	94
O=C(O)c1ccc(/C=C/c2nc3sc4c(c3c(=O)[nH]2)CCC4)cc1	2	x	x	0.5	101	u	x	x	102	x	u
O=C1CCCN1c1ccc(S(=O)(=O)Oc2cccc(Cl)c2)cc1[N+](=O)[O-]	6	-4	2	1.2	104	2	1	-1	104	-4	102
COC(=O)[C@@H](NC(=O)NCc1ccc(F)cc1)C(C)C	35	-18	-9	0.4	100	-6	-4	-8	99	-2	100
CN(C)C(=O)NC1C=CS(=O)(=O)C1 (stereo not drawn)	-2	0	-2	-0.1	97	-2	-3	-3	99	-1	102
O=C(Cn1c(=S)nc2ccccn21)N1CCc2ccccc2C1	0	-1	0	0.1	100	-1	0	0	100	-2	102
Cc1ccc(C(=O)COC(=O)c2cccs2)cc1	0	0	7	0.4	92	-3	-3	-3	96	5	96
COc1ccc(C(=O)C2CCCN(Cc3c(C)[nH]c4ccccc34)C2)c(OC)c1 (stereo not drawn)	8	-1	-6	2.0	101	-2	-2	-5	104	-2	100
COc1ccc(OCC(=O)N2CCN(C(=O)Cc3ccccc3)CC2)cc1	1	0	-13	0.4	95	0	-1	0	98	-2	97
O=C(/C=C/c1c(Cl)cccc1Cl)Nc1ccncc1	0	-11	-28	-0.1	92	-4	0	-7	92	5	89
CCOC(=O)C1CCN(C(=O)c2cc3cc(Br)ccc3oc2=O)CC1	1	-6	0	0.4	100	-5	0	-5	100	0	u
Cc1ccccc1CSc1ccc(-c2ccc3c(c2)OCO3)nn1	6	-13	-5	1.0	100	-6	-2	-10	98	-3	98
COc1ccc(C)cc1NC(=O)COC(=O)C1CCN(C(=O)c2ccc(Cl)cc2)CC1	10	-4	1	1.6	99	-1	1	2	97	-2	92
O=C(Nc1ccc(Cl)cc1)Nc1nnc(CSc2ccc(Cl)cc2)s1	-1	-9	-4	-0.1	100	-8	-1	-10	98	-2	97
Cc1oc(CC(C)C)c(CN)c1C(=O)O	-1	1	-12	-0.1	100	0	0	1	100	-6	98
COc1ccc(Br)cc1S(=O)(=O)N1CCN=C1C	2	-4	6	0.7	120	-3	-3	-6	133	-4	118
CC(=O)N1CCCC(C(=O)c2ccc(Oc3ccccc3)cc2)C1 (stereo not drawn)	2	-1	0	0.4	105	-1	0	-4	101	2	101
Cc1ccc(S(=O)(=O)C2(C(=O)NC3CCCC3)CC2)cc1	-2	-10	3	0.4	102	-7	1	-9	104	-2	102
COc1cccc(C(=O)c2c[nH]c(C(=O)NCc3cccnc3)c2)c1	6	-6	0	0.9	101	0	0	-2	99	2	u
Cc1cccc(NC(=O)C(C)n2cc([N+](=O)[O-])cn2)n1 (stereo not drawn)	0	-5	-2	0.3	97	-1	-1	-4	91	-2	91
COc1ccc(S(=O)(=O)N2CCCCCC2)cc1NC(=O)Cc1ccccc1	28	-10	-3	1.4	97	-3	-3	-9	98	-3	106
CC1(C)CC(=O)C=C(Nc2ccccc2NC(=O)c2cnccn2)C1	1	-3	-1	0.8	96	0	-2	-2	97	-3	102
CC(=Nc1ccc2c(c1)nc(CO)n2C)C1=C(O)CC(C)(C)CC1=O	1	-2	-4	0.2	100	-2	-3	-3	98	-2	99
COc1cc2cc(CN(CCc3ccccc3C)C(=S)NCCCN3CCOCC3)c(=O)[nH]c2cc1OC	8	-4	-1	9.3	100	0	-1	-8	100	-1	104
O=C(NC1CCCCC1)C1CC=CCC1C(=O)OCC(Cl)=C(Cl)Cl (stereo not drawn)	0	2	-2	0.1	100	2	0	-3	100	1	97
O=C(Nc1cccc(C(F)(F)F)c1)/C(=C/c1ccco1)NC(=O)c1cccs1	3	9	9	0.3	100	9	12	0	99	13	106
CCN(CC(=O)NCc1ccc(Cl)cc1)CC(=O)Nc1ccc(C(N)=O)cc1	2	-5	1	0.3	102	-1	3	-3	102	2	96
CCS(=O)(=O)N1Cc2ccccc2CC1C(=O)OCC(=O)N(C(C)C)C(C)C (stereo not drawn)	5	-3	-3	1.0	100	-2	0	-3	99	-1	u
O=C(c1ccc(Br)o1)N1CCN(c2ccc3nnc(-c4ccc(F)cc4)n3n2)CC1	8	-9	-1	7.7	102	-9	0	-7	101	2	100
Cc1ccc(S(=O)(=O)N(C)c2c(C)ccc(S(=O)(=O)N3CCN(C=O)CC3)c2C)cc1	1	6	-4	1.2	99	0	-5	-4	97	1	98
CSc1cccc(NC(=S)N2CCC(N(C)C3CCCCC3C)CC2)c1 (stereo not drawn)	1	-3	-2	0.6	101	-5	-4	-10	102	-1	101
CCOc1ccccc1N1CC(C(=O)Nc2ccc(C(=O)O)cc2)CC1=O (stereo not drawn)	0	1	-15	0.2	107	1	-3	-3	108	-2	103
CCCC(=O)Oc1ccc(-c2nccc(C(OC)OC)n2)cc1	0	-3	-2	0.2	101	-3	-1	-3	103	-3	99
CC(C)C(c1nnnn1Cc1ccc(F)cc1)N1CCC(C(N)=O)CC1 (stereo not drawn)	2	5	0	-0.1	91	1	1	0	97	1	96
O=C(NCc1ccccc1Cl)C(=O)NCC(c1ccco1)N1CCOCC1 (stereo not drawn)	1	-7	-5	0.5	101	-5	0	-5	101	0	98
COC(=O)c1cc(=O)n(CCc2ccc(OC)cc2)c(=Nc2ccc(F)c(Cl)c2)s1	2	-5	0	0.5	99	-10	1	-7	99	-2	96

Sorted by number of heavy atoms (low to high): part of the list above.
mol	ABCG2 inh	Bfl-1 Bim block	Bcl-XL Bim block	ABCB1 inh	RGS8-Gao	Bim-Bcl-2	Mcl-1 Bim block	Bcl-B Bim block	RGS4-Gao reg	Bim-Bcl-W	RGS7-Gao
CCOC(=O)C(C)c1c(C)[nH]c(=S)[nH]c1=O (stereo not drawn)	3	-8	-4	0.6	103	-5	0	-12	104	1	103
O=S(=O)(NCc1cccc(C(F)(F)F)c1)NCc1ccccc1F	1	-5	-2	0.0	103	-1	0	-1	103	-2	99
O=C1CCCN1c1ccc(S(=O)(=O)Oc2cccc(Cl)c2)cc1[N+](=O)[O-]	6	-4	2	1.2	104	2	1	-1	104	-4	102
